B2AR arrestin – recruits beta-arrestin to the human beta2-adrenergic receptor | Potency, µM (titrated, usually from 46.1 µM), inactives show at the highest dose activation, actives largely listed as activators | beta-arrestin recruitment to beta2AR, cell-based reporter | actives 0.02% (n = 330,000) | AID 492947;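 note: potency is the fitted concentration of half-maximal effect; 0% = DMSO controls and full agonism = EC100 isoproterenol or metaproterenol; nearly all actives have a fitted effect of over 65% in size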
CXXC DNA block – blocks binding of human MLL CXXC domain to DNA. MLL-CXXC / FITC-HOXA9 DNA fluorescence polarization. Potency, µM (series often up to 115 µM), for inactives: top-dose activity change, negative = inhibition, hits mostly inhibitors. Q03164. actives 0.037% (n = 290,000); active = well fitted inhibition curve with a large enough effect in the polarisation, with a control signal flat, not every such curve was filed as active; inconclusive = small, poorly fitted or top-dose-only effect, or effect the other way, or a change in a side signal; inactive = no such curve, though single readings can be large or run the other way; the % refers to the polarisation; note: potency is the fitted concentration of half-maximal effect
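Purified MLL-CXXC (added from a 7 uM solution) was preincubated 5 min at ambient with pinned compounds in 50 mM Tris-HCl pH 7.5, 50 mM NaCl, 1 mM DTT, 0.05% BSA. Fluorescein-labeled HOX-A9 DNA (50 nM solution) followed, 30 min, then polarization read.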
TRPV1 agonist – human TRPV1 agonism | actives 0.19% (n = 320,000) | Q8NER1 | activation, % at 8.33 µM | TRPV1-expressing cells, Fluo-8 calcium influx, agonist mode; in the data active = activation above about 80%; inconclusive = between about 30% and that limit; note: 0% is about no effect
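Cells expressing TRPV1 were dye-loaded with Fluo-8 and read kinetically: 10 s baseline, 3 min after compound (agonist portion), then 2 min after EC20 capsaicin (allosteric enhancer portion). Calcium-bound dye fluorescence at 480/520 nm.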
BRCA1 expr up – BRCA1 expression activation; actives 1.1% (n = 380,000); MCF7-BRCA1-FFLuc reporter, luminescence, 48 h; response scale: scaled: vehicle 0%, 10 µM genistein 100%; Potency, µM (titrated, usually from 46.1 µM), for inactives: at the highest dose activation, most hits filed as activators; note: potency is the fitted concentration of half-maximal effect; nearly all actives have a fitted effect of over 80% in size; some results filed as inactive show a strong effect at the top dose
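Compounds are tested at multiple concentrations on MCF7 BRCA1-luciferase reporter cells seeded at 2000 per well; after 48 h, a single luminescence end-point is taken and curves fitted to the normalized data.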
p53 reactivator – mutant p53 re-activation in reporter cells; H1299 p53-A138V BP100-luciferase reporter, luminescence, 24 h; AID 504706; actives 0.063% (n = 320,000); Potency, µM (series often up to 92.2 µM), without a hit: at the highest dose activity change, positive = activation, actives largely listed as activators; note: potency is the fitted concentration of half-maximal effect; % of control where 0% means no effect; nearly all actives have a fitted effect of over 45% in size
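p53-null H1299 cells stably carrying temperature-sensitive p53-A138V and a BP100-luciferase reporter were pinned with compounds (4-point, 1:5 series) and held 24 hrs at 37 deg C. Luminescence was read 10 min after detection reagent.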
TCR activator – activates T cell receptor signaling; 330,000 tested, under 10 active; AID 504894; Potency, µM (series often up to 9.22 µM), for the others: at the top dose activation of IL-2 secretion, actives largely listed as activators; primary human leukocytes, anti-CD3, IL-2 HTRF, 48 h; note: % of control where 0% means no effect
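Primary human leukocytes receive a-CD3 beads and test compound and are incubated 48 hr. Secreted IL-2 is then assayed by HTRF, measuring 665nm acceptor emission after 320nm excitation of the europium donor.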
AT treatment – potential ataxia-telangiectasia treatment; actives 0.19% (n = 320,000); Potency, µM (top dose mostly 57.5 µM), for the others: top-dose activation, hits mostly activators; AID 485349; […] A-T fibroblasts, KAP-1 phosphorylation AlphaLISA; neocarzinostatin DNA damage 30 min before lysis; note: potency is the fitted concentration of half-maximal effect; % of control where 0% means no effect; nearly all actives have a fitted effect of over 45% in size
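hTERT-immortalized A-T patient fibroblasts ([…]), 500 cells/well in OPTI-MEM, 1% FBS, got compounds for 60 min, then NCS for 30 min at 37C. Lysates were then assayed for phospho-KAP-1 by AlphaLISA (anti-pKAP1 donor, anti-KAP1 acceptor beads), 6 hr at 25C.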
a7 integrin act – activators of alpha7 integrin expression for muscular dystrophy; alpha7betagal myoblasts, beta-gal FDG fluorescence, 48 h; Potency, µM (doses to about 38.3 µM), without a hit: top-dose activation, usual class: activators; actives 0.064% (n = 350,000);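 note: potency is the fitted concentration of half-maximal effect; 100% = response of the positive control SU9516; nearly all actives have a fitted effect of over 60% in size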
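alpha7betagal+/- myoblasts (passage 13, 250/well) treated 48 h at 37C with compounds at 1:260 dilution of DMSO stock. Lysed, then beta-galactosidase activity read as FDG fluorescence (ex 480/em 540) after 30 min, with pre-read for autofluorescence.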
ELG1 DNA repair – inhibitors of ELG1-dependent DNA repair in HEK293T cells; Potency, µM (series often up to 46.1 µM), for the others: top-dose activity change, negative = inhibition, most hits filed as inhibitors; actives 2.3% (n = 330,000); HEK293T ELG1-luciferase reporter, luminescence, 16 h; DNA damage induced by 5-fluorouridine; note: potency is the fitted concentration of half-maximal effect; % is set by controls: 0 for no effect and ±100 for the full control effect; nearly all actives have a fitted effect of over 55% in size
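5-Fluorouridine DNA damage + compound/DMSO, 2,000 cells/well, 16 h, 37 °C/5% CO2. ONE-Glo, 30 min RT, luminescence. Readout = decrease in reporter signal.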
PTAP TSG101 blk – blocks PTAP/TSG101 interaction to inhibit HIV-1 budding; Q99816; Fluorescence polarization, FITC-PTAP peptide / Tsg101 binding; Potency, µM (highest dose often 115 µM), for inactives: at the highest dose activity change, negative = inhibition, hits mostly inhibitors; 340,000 tested, under 10 active; AID 493005; active = well fitted inhibition curve with a large enough effect in the main read-out, with a control signal flat, not every such curve was filed as active; inconclusive = small, poorly fitted or top-dose-only effect, or effect the other way, or a change in a side signal; inactive = no such curve, though single readings can be large or run the other way; note: potency is the fitted concentration of half-maximal effect; % of control where 0% means no effect
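Tsg101 binding domain (10 uM final) was mixed with compound and a FITC-labeled PTAP peptide (50 nM final) in HEPES pH 7.5 buffer with NaCl, Tween 20, EDTA and TCEP; fluorescence polarization was read after 20 min at r.t.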
Numbers without * were called inactive; ? = inconclusive; nt = not tested or not shown; & = joins results of further samples; [ ] = remark or other dose. Unless noted, calls come from the whole dose curve; as a rule, active = well fitted curve in the direction sought with a large enough effect; inconclusive = small, poorly fitted or top-dose-only effect, or another doubt; inactive = no such curve, though single readings can be large; an effect the other way counts as inactive or inconclusive. Rows were taken by chance. Share with any hit: about 3.8%.

SMILES	B2AR arrestin	CXXC DNA block	TRPV1 agonist	BRCA1 expr up	p53 reactivator	TCR activator	AT treatment	a7 integrin act	ELG1 DNA repair	PTAP TSG101 blk
CC1=C(C(N)=O)C(c2cccc(O)c2)n2nc(CCCO)nc2N1 (stereo not given)	0.4%	-5%	nt	-1%	-2%	-4%	-19%	19%	20%	1%
O=C(NCCNC(=O)c1ccc(Br)o1)c1cccnc1	0.4%	3%	2	16%	12%	-1%	9%	32%	-3%	-1%
CCN(CC)c1ccc(C(=S)NCc2ccccc2)cc1	-0.5%	12%	13	5%	-6%	-1%	0%	-14%	11%	-4%
O=C(Nc1nc2c(ccc3ccccc32)s1)c1ccco1	0.1%	9%	?	-50%	3%	20%	17%	-25%	?	0%
COc1ccccc1C(=O)NN1C(=O)C2C3C=CC(O3)C2C1=O (stereo not given)	0.2%	1%	-1	16%	-7%	8%	3%	-1%	-28%	-5%
COc1cc(/C=N/NC(=O)C(NC(=O)c2ccccc2)c2n[nH]c(=O)c3ccccc23)ccc1OCC(N)=O (stereo not given)	0.1%	8%	-2	-4%	16%	4%	11%	30%	22%	-11%
CCOc1cc2c(Cl)ncnc2c(OCC)c1OCC	-1.5%	5%	-3	-19%	3%	-5%	-1%	-22%	?	-6%
O=C(CC1SC(N2CCOCC2)=NC1=O)Nc1cccc(C(F)(F)F)c1 (stereo not given)	0.0%	nt	nt	-10%	-10%	3%	8%	-7%	0%	-3%
COC/C=C/C1=CC2=CC(=O)C(C)(OC(=O)c3cnc4ccccc4n3)C(=O)C2=CN1Cc1ccco1 (stereo not given)	nt	nt	nt	3%	nt	-9%	nt	9%	nt	-3%
COc1cccc(CN(C)C(=O)C23CC4CC(CC(C4)C2)C3)c1	-0.2%	5%	?	-28%	5%	0%	0%	-14%	-18%	-3%
CCCN(CCC)S(=O)(=O)c1ccc(C(=O)Nc2nc3c(s2)CCc2ccccc2-3)cc1	0.2%	-4%	4	-56%	-2%	6%[46.1 µM]	0%	?	?	-8%
O=C(CCCC(=O)N(CC(=O)NC1CCCC1)Cc1ccc2c(c1)OCO2)Nc1ccccn1	-0.8%	11%	1	-6%	4%	3%	9%	-6%	-9%	0%
CN(CC(=O)N1CCN(c2ccccc2)CC1)S(=O)(=O)c1cnc[nH]1	-0.4%	1%	1	-1%	-3%	-1%	0%	-5%	12%	-4%
CC1CC(C)CN(C(=O)Cn2c(=O)n(CCCCC(=O)NCc3ccco3)c(=O)c3ccccc32)C1 (stereo not given)	-0.1%	-6%	-4	-6%	-7%	2%	0%	-10%	0%	0%
CCOC(=O)C1(CCc2ccccc2)CCN(C(=O)[C@@H]2C[C@@H](C)NC(=S)N2)CC1	3.3%	-4%	7	-3%	11%	-4%	-6%	12%	-9%	-2%
CCN(CC)S(=O)(=O)c1ccc2nc(NC(=O)c3cccs3)sc2c1	2.7%	14%	?	65%	?	-5%	-8%	-5%	?	0%
Cc1cc(N2CCN(S(=O)(=O)c3ccc4ccccc4c3)CC2)n2ncnc2n1	0.0%	-5%	-1	-13%	-8%	nt	3%	26%	-13%	-5%
COc1cc(NS(=O)(=O)c2ccc(NC(=O)NC3CCCCC3)cc2)nc(OC)n1	-0.3%	0%	2	-18%	?	-43%	0%	11%	20%	-5%
O=C1CC(N(Cc2ccco2)C(=O)Nc2ccc(F)cc2)C(=O)N1c1ccc(F)cc1 (stereo not given)	-0.3%	-2%	-2	4%	1%	nt	nt	-7%[7.66 µM]	?	-10%
COC(=O)Nc1ccc(S(=O)(=O)NCCO)cc1	0.0%	18%	1	27%	-1%	3%	-3%	20%	-3%	-6%
CC(c1ccccc1)C1C(C#N)=C(N)SC(N)=C1C#N (stereo not given)	-0.5%	-8%	-4	-19%	?	2%	10%	-29%	-6%	-1%
CC(C)C1Nc2ccc(S(N)(=O)=O)cc2C2C=CCC21 (stereo not given)	-0.2%	14%	1	-10%	-16%	5%	-7%	1%	-12%	-16%
Cc1ccc(OC(=O)CCC(=O)N2CCc3ccccc32)cc1	-1.1%	6%	13	14%	6%	1%	7%	22%	3%	-1%
COc1ccc(CNC(=S)Nc2ccccc2)cc1	0.2%	2%	?	52%	nt	nt	3%	-13%	21%	-1%
CC1(C(=O)NC2CCCC2)CCC(=O)N1Cc1ccccc1Cl (stereo not given)	-0.2%	1%	1	-1%	0%	7%	-2%	5%	13%	-5%
O=C(NCCc1ccccc1)C(=O)NCC1CCCO1 (stereo not given)	-0.1%	2%	0	13µM*	22%	3%	7%	-8%	?	-14%
CC1(C(=O)OCC(=O)Nc2ccc(C(N)=O)cc2)CC1(Cl)Cl (stereo not given)	0.5%	?	4	-16%	-1%	0%	3%	-1%	?	-2%
CCCC(=O)Nc1ccc(Cc2ccc(NC(=O)CCC)c(C(=O)O)c2)cc1C(=O)O	0.0%	-7%	1	14%	-2%	4%	-1%	-18%	6%	-3%
CS(=O)(=O)c1cnc(-c2ccccc2)nc1Oc1ccc(F)cc1	-0.1%	0%	28	-13%	6%	-7%	4%	-4%	23%	-1%
O=C1NC[C@H](Cc2ccccc2)N(C[C@H]2CCCN2C[C@H](Cc2ccccc2)N2C[C@H](Cc3ccccc3)N(CC3CCCCC3)C(=O)C2=O)C1=O	nt	nt	nt	-65%	nt	2%	nt	-25%	nt	-7%
CC1(C#N)c2ccccc2C(Br)=CN1C(=O)c1ccccc1 (stereo not given)	0.5%	nt	-2	-2%	-7%	3%	12%	4%	-3%	-3%
Cc1nnc(SCC(=O)N2CCN(S(=O)(=O)c3ccc(Cl)cc3)CC2)n(N)c1=O	-0.7%	-5%	-1	-6%	0%	-2%	1%	-3%	?	1%
S=C(NCc1ccc(Cl)cc1)Nc1ccccc1	-0.6%	11%	?	37%	1%	-1%	-3%	7%	10%	0%
Cc1ccc(N2C(=O)C3C4C=CC(CC4)C3C2=O)c([N+](=O)[O-])c1 (stereo not given)	0.3%	0%	-3	2%	-1%	4%	-7%	0%	2%	-4%
CCOCCCn1c(SCC(=O)NCc2ccco2)nc2c(sc3ccccc32)c1=O	-0.5%	-10%	-3	1%[1.84 µM]	-2%	-5%	2%	-29%	16µM*	-6%
Cc1nc2c(c(C)nn2-c2ccccc2)c(C)c1CCC(=O)NCCCOC(C)C	-0.5%	7%	23	-29%	-2%	2%	-6%	-36%	-18%	-5%
COc1ccc(NC(=O)Cn2nc(C(F)(F)F)c3c2CCCC3)cc1OC	-0.1%	-4%	1	-30%&-57%	3%	12%[46.1 µM]	2%	-6%	?	-16%
COc1cc2nc(SCC(=O)c3ccc(Br)cc3)n3nc(C)nc3c2cc1OC	-0.2%	17%	2	6%	-3%	?	4%	-5%	4.1µM*	-1%
CC(SC1=NCCS1)C(=O)Nc1nnc(-c2ccc(Br)cc2)s1 (stereo not given)	-0.1%	2%	-3	?	13%	9%	-3%	10%	?	-5%
O=C(CN1C(=O)S/C(=C\c2cccs2)C1=O)Nc1ccc(O)c(C(=O)O)c1	-0.7%	-3%	-5	27%	1%	2%	7%	-27%	9%	-5%
Cc1ccc(-n2nc3c(=O)n(C(C)C(=O)NCCc4cccs4)nc(C)c3c2C)cc1 (stereo not given)	2.4%	-24%	1	-31%	-3%	-7%	1%	-35%	?	-5%
CC1=CC(=O)Nc2cncnc2N1	nt	nt	nt	-8%	nt	-2%	nt	-1%	nt	2%
CCOCCOC(=O)c1[nH]c2c(c1C)C(=O)CC(c1ccc(OC)c(OC)c1)C2 (stereo not given)	-0.2%	5%	9	-35%	2%	14%	25%	-35%	?	-2%
Cc1c(-c2nc(N)nc(Nc3ccccc3F)n2)oc2ccccc12	0.2%	21%	8	?	?	5%	5%	-23%	?	-1%
C[C@H](NC(=O)c1cc2c([nH]c3ccccc32)c(-c2ccccc2)n1)C(=O)O	0.4%	-9%	1	-13%	-2%	-1%	34%	9%	5%	-9%
Cc1ccc2cc(C#N)c(SCC(=O)NCC3CCCO3)nc2c1C (stereo not given)	-0.1%	-2%	0	nt	1%	nt	-6%	nt	-2%	nt

In another format: entries from further up.
SMILES,B2AR arrestin,CXXC DNA block,TRPV1 agonist,BRCA1 expr up,p53 reactivator,TCR activator,AT treatment,a7 integrin act,ELG1 DNA repair,PTAP TSG101 blk
O=C1CC(N(Cc2ccco2)C(=O)Nc2ccc(F)cc2)C(=O)N1c1ccc(F)cc1 (stereo not given),-0.3%,-2%,-2,4%,1%,nt,nt,-7%[7.66 µM],?,-10%
COC(=O)Nc1ccc(S(=O)(=O)NCCO)cc1,0.0%,18%,1,27%,-1%,3%,-3%,20%,-3%,-6%

Single values from the list.
CCCN(CCC)S(=O)(=O)c1ccc(C(=O)Nc2nc3c(s2)CCc2ccccc2-3)cc1 in B2AR arrestin: 0.2%
COc1cc(NS(=O)(=O)c2ccc(NC(=O)NC3CCCCC3)cc2)nc(OC)n1 in a7 integrin act: 11%

From PubChem
